Compound activity from PubChem BioAssay.
TRHR ag: TRH receptor (human) agonism; P34981; TRHR cells, calcium flux fluo-8, FDSS agonist mode; activation, % at 2 µM; 360,000 tested, 0.18% active; AID 493084; in the data active = activation above about 30%; note: 0% is about no effect
Target sequence (P34981 whole entry, looked up): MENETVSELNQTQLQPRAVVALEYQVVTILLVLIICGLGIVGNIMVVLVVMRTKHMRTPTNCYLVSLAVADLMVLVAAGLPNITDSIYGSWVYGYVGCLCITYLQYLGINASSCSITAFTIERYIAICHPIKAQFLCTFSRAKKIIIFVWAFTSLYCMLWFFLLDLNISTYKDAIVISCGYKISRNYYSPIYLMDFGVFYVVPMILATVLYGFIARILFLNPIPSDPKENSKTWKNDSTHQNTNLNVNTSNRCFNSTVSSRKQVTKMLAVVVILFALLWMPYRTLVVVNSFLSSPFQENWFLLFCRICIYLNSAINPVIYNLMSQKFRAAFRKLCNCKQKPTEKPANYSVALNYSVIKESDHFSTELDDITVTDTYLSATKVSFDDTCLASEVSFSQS
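TRHR-expressing cells loaded with fluo-8 calcium dye; 23 nL library compound pin-transferred, kinetic FDSS fluorescence (Ex 480/Em 530) recorded about 180 s for agonist-induced calcium release, before a 10 nM TRH EC20 addition for potentiator mode.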
D1 agonist: agonists of human D1 dopamine receptor | P21728 | 360,000 tested, 1% active | HEK293 T-REx D1 cells, calcium flux, agonist mode | AID 504660 | activation, % at 2 µM; in the data active = activation above about 30%; note: 0% is about no effect
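Inducible HEK293 T-REx D1 cells, force-coupled to calcium signalling, were plated at 4000 cells/well with tetracycline and held overnight at 30 C. After no-wash calcium dye loading, compound-evoked calcium rise over 180 s flagged agonists.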
D1 antag: blocks dopamine activation of the human D1 receptor; 360,000 tested, 3.2% active; HEK293 TREx D1 cells, calcium flux, dopamine EC80; active compounds read low; activity change, negative = inhibition, % at 10 µM; P21728; in the data active = activity change below about -30%; note: % is set by controls: 0 for no effect and ±100 for the full control effect
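After overnight tetracycline induction at 30 C, force-coupled D1 HEK293 cells took up a no-wash calcium dye at room temperature. Compounds were added and monitored 180 s, and the response to EC80 dopamine was then recorded.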
D2 potentiator: positively modulates the human D2 dopamine receptor allosterically; potentiation, % at 10 µM; HEK293 T-REx D2, calcium flux, EC20 dopamine potentiation; 340,000 tested, 0.34% active; AID 485347;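 active = potentiation over 3 SD above the plate norm, cut at about 30% in these data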; note: 0% is about no effect
Target sequence (P14416 whole entry, looked up): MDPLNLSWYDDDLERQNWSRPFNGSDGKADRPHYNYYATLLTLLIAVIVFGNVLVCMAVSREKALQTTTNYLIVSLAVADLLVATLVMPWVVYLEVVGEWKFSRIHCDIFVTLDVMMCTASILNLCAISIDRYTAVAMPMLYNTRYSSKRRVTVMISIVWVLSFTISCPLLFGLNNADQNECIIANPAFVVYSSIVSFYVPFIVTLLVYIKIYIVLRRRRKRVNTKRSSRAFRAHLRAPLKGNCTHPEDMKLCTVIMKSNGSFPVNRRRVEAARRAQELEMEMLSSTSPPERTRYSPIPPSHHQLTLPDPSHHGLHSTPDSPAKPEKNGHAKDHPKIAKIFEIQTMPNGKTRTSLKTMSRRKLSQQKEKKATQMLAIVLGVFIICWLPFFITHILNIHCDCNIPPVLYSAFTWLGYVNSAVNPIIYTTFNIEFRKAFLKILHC
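Potentiation of an EC20 dopamine calcium response measured kinetically over 180 s, after a preceding 180 s compound-only read flagging agonists. Cells: inducible Hek293 Trex D2 line, 4000/well, cultured overnight at 30 C before dye loading.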
D1 potentiator: human D1 dopamine receptor positive modulation | potentiation, % at 10 µM | HEK293 TREx D1 cells, calcium flux, dopamine EC20 potentiation | AID 504651 | 360,000 tested, 0.036% active; in the data active = potentiation above about 30%; note: 0% is about no effect
Apoferritin bind: binds horse apoferritin like a general anesthetic; apoferritin/1-aminoanthracene competitive binding, fluorescence; Potency, µM (doses to about 77.5 µM), inactives show at the top dose activity change, negative = displacement, usual class: inhibitors; 350,000 tested, 0.074% active; note: potency is the fitted concentration of half-maximal effect; % is set by controls: 0 for no effect and ±100 for the full control effect; nearly all actives have a fitted effect of over 20% in size
Target sequence (P02791 2-175 limits assumed): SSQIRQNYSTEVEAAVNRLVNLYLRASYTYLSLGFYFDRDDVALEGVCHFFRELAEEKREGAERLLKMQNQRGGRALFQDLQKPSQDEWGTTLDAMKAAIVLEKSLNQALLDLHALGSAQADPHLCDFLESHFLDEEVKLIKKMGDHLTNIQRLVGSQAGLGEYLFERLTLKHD
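10 uM apoferritin + 50% sat. 1-AMA, PBS; cpd 10 min RT; Ex380/Em535 endpoint; normalized to free probe vs complex; 4-param Hill fit; propofol titration as pos. ctrl.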
RXFP1 antag: blocks the human relaxin receptor RXFP1; AID 1259400; activity change, negative = inhibition, % at 57.5 µM; HEK293-RXFP1, relaxin-stimulated cAMP HTRF, 30 min; active compounds read low; 350,000 tested, 0.59% active;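 active = activity change of -60% or lower, but not beyond a set lower limit; inconclusive = change between -60% and -40%, or beyond the set limit; inactive = change above -40%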; note: % is set by controls: 0 for no effect and ±100 for the full control effect
RXFP1 agonist: RXFP1 (human) receptor agonism; Q9HBX9; HEK293T-RXFP1 cAMP TR-FRET, 30 min; response scale: percent of porcine relaxin response, buffer zero; Potency, µM (series often up to 57.5 µM), without a hit: top-dose activation, most hits filed as activators; 370,000 tested, 0.3% active; AID 2676; note: potency is the fitted concentration of half-maximal effect; % is set by controls: 0 for no effect and ±100 for the full control effect; nearly all actives have a fitted effect of over 60% in size; many of its hits are not listed in these tables
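cAMP rise read by TR-FRET after 30 min, 37C compound exposure (up to 58 uM) in RXFP1-transfected HEK293 cells with Ro 20174 present. EC50 from Hill-equation fits, with 29 nM porcine relaxin as 100% and buffer as basal.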
TRHR enhancer: TRH receptor (human) allosteric enhancement; P34981; TRHR cells, fluo-8 calcium fluorescence, EC20 TRH enhancement; enhancement, % at 2 µM; 360,000 tested, 0.66% active; AID 493056; in the data active = enhancement above about 30%; note: 0% is about no effect
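TRHR-expressing cells loaded with fluo-8 calcium dye were read kinetically (ex 480/em 530) during compound addition, then stimulated with an EC20 of TRH (10 nM final). Enhancement of the Gq-mediated intracellular calcium response was scored.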
The depositor's hits bear a star; ? = inconclusive; nt = no result given; [ ] = remark or other dose. Unless noted, calls come from the whole dose curve; as a rule, active = well fitted curve in the direction sought with a large enough effect; inconclusive = small, poorly fitted or top-dose-only effect, or another doubt; inactive = no such curve, though single readings can be large; an effect the other way counts as inactive or inconclusive.

1) COc1cccc(C(=O)N/N=C2\SCC(=O)N2Cc2ccc3c(c2)OCO3)c1
2) CCN1CCN(C(=O)C2c3cc(OC)c(OC)cc3C(=O)N(C)C2c2ccc(SC)cc2)CC1 (centres undefined)
3) C=C(C)CN(CC)C(=O)CN1C(=O)NC(C)(c2ccc3ccccc3c2)C1=O (centres undefined)
4) CCCCOc1ccccc1C1C(C(N)=O)=C(C)Nc2nnnn21 (centres undefined)
5) O=S(=O)(c1cccc(F)c1)N1CCN(Cc2ccc3c(c2)OCO3)CC1
6) COC(=O)c1cc(NC(=O)c2ccc(-c3ccc(Cl)cc3Cl)o2)cc(C(=O)OC)c1
7) COc1ccc(-c2nc(C#N)c(NCCc3ccccc3)o2)cc1OC
8) CCOC(=O)COc1ccc(CC)cc1C(=O)c1ccn2nc(-c3ccc(Cl)cc3)cc2n1
assay / entry	1	2	3	4	5	6	7	8
D2 potentiator	-4	46*	15	3	7	-8	-2	2
TRHR ag	-0.4	-0.7	-0.7	0.5	0.7	-0.2	-1.7	-0.2
D1 potentiator	-1	1	-2	1	6	2	-12	0
RXFP1 antag	2	13	2	14	9	nt	-9	nt
D1 antag	9	6	-5	18	2	-15	-3	7
TRHR enhancer	-6	-2	0	6	6	2	-4	10
D1 agonist	2	1	2	5	0	-1	0	2
RXFP1 agonist	1.1%	-2.4%	1.0%	-0.8%	0.7%	0.7%	16%	10.0%
Apoferritin bind	-4%	-3%	?	10%	-10%	2%	-6%	-9%

The closing two entries of the section above lead into the next:
7) COc1ccc(-c2nc(C#N)c(NCCc3ccccc3)o2)cc1OC
8) CCOC(=O)COc1ccc(CC)cc1C(=O)c1ccn2nc(-c3ccc(Cl)cc3)cc2n1
9) CCn1c(CSc2nc3ccccc3s2)nnc1SCC(=O)c1ccc(O)c(O)c1
10) COc1ccc(Cn2c(C(=O)O)c(CNCC(C)c3ccccc3)c3ccc(OC)cc32)cc1 (centres undefined)
11) Cc1ccc(-c2nc(=S)c3c(n2CC2CCCO2)CC(C)(C)OC3)cc1 (centres undefined)
12) O=C(COC(=O)/C=C/c1ccc(Br)o1)NC1CCCCC1
13) COc1ccc(CCN(Cc2cc3cc(C)c(C)cc3nc2Cl)C(=O)C2CC2)cc1
14) CCCNC(=O)N1CCN(S(=O)(=O)c2ccc(C)cc2)CC1
15) CC1CCCCN1C(=O)CCC(=O)Nc1nnc(C(F)(F)F)s1 (centres undefined)
16) CCc1cc(=O)oc2c(CN3CCN(C)CC3)c(O)ccc12
assay / entry	7	8	9	10	11	12	13	14	15	16
D2 potentiator	-2	2	-3	nt	8	-2	8	-5	-4	11
TRHR ag	-1.7	-0.2	-0.5	0.4	-1.0	0.6	0.5	-0.3	0.8	-0.7
D1 potentiator	-12	0	0	-5	-2	-1	-2	6	-1	-2
RXFP1 antag	-9	nt	-36	nt	27	1	1	6	-25	0
D1 antag	-3	7	13	-5	3	2	6	26	1	2
TRHR enhancer	-4	10	-2	-7	-1	-2	-5	-5	-1	6
D1 agonist	0	2	-2	1	5	1	-1	0	0	4
RXFP1 agonist	16%	10.0%	0.5%	2.0%	19%	-0.4%	23%	-0.4%	3.3%	29%
Apoferritin bind	-6%	-9%	?	-9%	-13%	nt	-6%	-5%	-7%	483%[activator]

17) Cn1c(=O)c2c(nc(SCc3ccccn3)n2C)n(C)c1=O
18) Cc1oc2cc3oc(=O)c(CC(=O)N4CCCCC4)c(C)c3cc2c1C
19) O=C(COC(=O)CNC(=O)c1ccccc1Cl)Nc1ncc(C(F)(F)F)cc1Cl
20) Cc1ccccc1OCCCCn1nnc2sc3c(c2c1=O)CCC(C)C3 (centres undefined)
21) CCc1nc2ccc(C(=O)N3CCN(CC)CC3)cc2nc1CC
22) Cc1nc(C)n(CC(O)COc2ccc(C(=O)c3ccccc3)cc2)n1 (centres undefined)
23) COc1ccc(OC)c(CN2CCCC(CCC(=O)N(C)CCc3ccccn3)C2)c1 (centres undefined)
24) NC(=O)CC(NC(=O)Cc1cccc2ccccc12)c1ccc(NCc2ccccn2)c([N+](=O)[O-])c1 (centres undefined)
assay / entry	17	18	19	20	21	22	23	24
D2 potentiator	13	-2	1	-5	-7	2	-10	-1
TRHR ag	0.5	-0.1	-0.2	0.0	-0.4	0.0	0.5	-0.3
D1 potentiator	-5	3	-4	-2	-2	-4	-2	4
RXFP1 antag	nt	1	2	0	2	6	11	nt
D1 antag	1	-1	-2	5	-8	10	1	0
TRHR enhancer	4	1	4	3	-4	13	-1	-4
D1 agonist	2	-1	0	2	0	5	1	1
RXFP1 agonist	6.2%	0.9%	1.8%	0.7%	0.2%	1.4%	-0.1%	1.2%
Apoferritin bind	-6%	-1%	-2%	0%	6%	-10%	-2%	-21%

25) O=C1CSC(c2ccccc2Br)N1c1ccc(Cl)cn1 (centres undefined)
26) COc1cc(C(=O)N/N=C(\Cc2ncc[nH]2)c2ccccc2)cc(OC)c1OC
27) Cc1ccc(C(=O)NCC(=O)OCC(=O)c2ccc3c(c2)NC(=O)CO3)cc1
28) COc1cc(/C=N/NC(=O)c2cc(-c3ccco3)nc3ccccc23)cc(OC)c1O
29) O=C(Nc1cc2c(cc1Cl)OCCCO2)c1ccco1
30) CC(C)Sc1cc(N2CCOCC2)nc(-c2ccc(Cl)cc2)n1
31) COc1ccccc1CC(=O)N1CCN(S(=O)(=O)c2ccccc2)CC1
32) CC(C)N1C(=O)C(=O)N(CC(=O)N2CCc3ccccc32)C1=O
assay / entry	25	26	27	28	29	30	31	32
D2 potentiator	-18	-29	15	1	2	27	-2	-4
TRHR ag	-1.2	2.6	1.3	0.1	0.4	0.5	0.1	-0.5
D1 potentiator	0	0	3	2	-7	2	-3	-7
RXFP1 antag	-40	1	-6	0	nt	-6	4	-6
D1 antag	2	7	-22	4	6	6	5	3
TRHR enhancer	3	1	-2	9	6	-1	-2	0
D1 agonist	1	2	11	0	0	3	6	3
RXFP1 agonist	1.1%	-0.8%	1.3%	0.2%	2.7%	1.3%	9.6%	5.4%
Apoferritin bind	7%	-7%	?	5%	-4%	-7%	-6%	nt

Look-ups from the entries so far:
Reading of cpd 30 under D1 antag: 6
Reading of cpd 31 under RXFP1 agonist: 9.6%
Reading of cpd 26 under D2 potentiator: -29
Reading of cpd 32 under TRHR ag: -0.5

(list continues)
33) CCSc1nnc(-c2cccc(S(=O)(=O)N(C)C)c2)n1-c1cc(OC)ccc1OC
34) COC(=O)c1cc2oc3ccccc3c2n1Cc1ccc(Cl)cc1
35) S=C(NCc1ccco1)NCC1CCCO1 (centres undefined)
36) Cc1ccc(OC(F)F)c(NC(=O)Nc2cccc(C(F)(F)F)c2)c1
37) O=C(COc1coc(CN2CCN(c3ccccc3)CC2)cc1=O)NC1CCCCC1
38) CCOc1nc(-c2ccccc2)ccc1-c1noc(COC)n1
39) O=C(COc1ccc(F)cc1)N(Cc1ccc(Cl)cc1)C1CCS(=O)(=O)C1 (centres undefined)
40) COCc1cc(C)[nH]c(=O)c1C#N
assay / entry	33	34	35	36	37	38	39	40
D2 potentiator	-16	3	-8	11	2	14	5	-3
TRHR ag	-1.3	1.2	0.5	-0.8	-1.9	0.6	1.4	0.0
D1 potentiator	-10	0	-8	-9	4	-3	1	1
RXFP1 antag	10	3	11	-30	1	-5	-18	-5
D1 antag	8	22	6	-2	-2	-9	-27	9
TRHR enhancer	-4	-3	-2	5	5	-6	6	6
D1 agonist	1	13	1	25	0	0	3	2
RXFP1 agonist	4.5%	-0.1%	-0.8%	0.2%	-2.8%	0.3%	3.6%	2.9%
Apoferritin bind	-16%	-4%	-6%	-19%	nt	-7%	1%	-15%

Complete entries, looked up by structure. Order of values: D2 potentiator	TRHR ag	D1 potentiator	RXFP1 antag	D1 antag	TRHR enhancer	D1 agonist	RXFP1 agonist	Apoferritin bind
Cn1c(=O)c2c(nc(SCc3ccccn3)n2C)n(C)c1=O is entered as 13	0.5	-5	nt	1	4	2	6.2%	-6%
NC(=O)CC(NC(=O)Cc1cccc2ccccc12)c1ccc(NCc2ccccn2)c([N+](=O)[O-])c1 (centres undefined) is entered as -1	-0.3	4	nt	0	-4	1	1.2%	-21%
O=C(COc1coc(CN2CCN(c3ccccc3)CC2)cc1=O)NC1CCCCC1 is entered as 2	-1.9	4	1	-2	5	0	-2.8%	nt

The list continues.
41) COc1ccc(-c2csc(NC(=O)CCN3C(=O)C4CC=CCC4C3=O)n2)cc1OC (centres undefined)
42) Cc1cccnc1NC(=O)c1ccc(S(=O)(=O)N2CC(C)OC(C)C2)cc1 (centres undefined)
43) C[C@@H]1CN(C2CCN(Cc3nc(C(c4ccccc4)c4ccccc4)no3)CC2)C[C@H](C)O1
44) CN(C)/C=N/c1ncc(C(=O)c2ccc(Cl)cc2Cl)s1
45) COc1ccc(NC(=S)NC(NC(=O)CCl)C(Cl)(Cl)Cl)c([N+](=O)[O-])c1 (centres undefined)
46) Cc1noc(C)c1S(=O)(=O)NCc1cccc(Cl)c1
47) COc1ccc(-c2cc(C(=O)NC3=NCCS3)c3ccccc3n2)cc1OC
assay / entry	41	42	43	44	45	46	47
D2 potentiator	18	8	8	0	5	9	8
TRHR ag	1.8	0.6	-0.1	0.0	-0.3	0.1	-0.3
D1 potentiator	-3	-3	-2	1	-3	-4	-3
RXFP1 antag	nt	9	4	-5	-31	11	0
D1 antag	-20	12	-1	16	-26	-9	-14
TRHR enhancer	1	6	-3	-1	-3	-9	-6
D1 agonist	4	1	4	5	0	3	0
RXFP1 agonist	0.8%	1.5%	5.1%	12%	1.4%	-2.5%	4.2%
Apoferritin bind	nt	-5%	-8%	-23%	-18%	nt	-2%

Only part of the results is shown (hit frequency here may not be typical).
